CHT inh = inhibitors of human choline transporter CHT | CHT-expressing cells, membrane potential dye, choline response; active compounds read low | Q9GZV3 | hit rate 0.86% among 310,000 | B-score at 10 µM;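 active = B-score over 3 SD under the library average, and starting fluorescence ratio not unusually high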;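 note: choline stimulus applied at its EC90 after an EC20 pre-addition; B-score computed on integrated fluorescence ratio after choline addition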
Target sequence (Q9GZV3 whole entry, looked up): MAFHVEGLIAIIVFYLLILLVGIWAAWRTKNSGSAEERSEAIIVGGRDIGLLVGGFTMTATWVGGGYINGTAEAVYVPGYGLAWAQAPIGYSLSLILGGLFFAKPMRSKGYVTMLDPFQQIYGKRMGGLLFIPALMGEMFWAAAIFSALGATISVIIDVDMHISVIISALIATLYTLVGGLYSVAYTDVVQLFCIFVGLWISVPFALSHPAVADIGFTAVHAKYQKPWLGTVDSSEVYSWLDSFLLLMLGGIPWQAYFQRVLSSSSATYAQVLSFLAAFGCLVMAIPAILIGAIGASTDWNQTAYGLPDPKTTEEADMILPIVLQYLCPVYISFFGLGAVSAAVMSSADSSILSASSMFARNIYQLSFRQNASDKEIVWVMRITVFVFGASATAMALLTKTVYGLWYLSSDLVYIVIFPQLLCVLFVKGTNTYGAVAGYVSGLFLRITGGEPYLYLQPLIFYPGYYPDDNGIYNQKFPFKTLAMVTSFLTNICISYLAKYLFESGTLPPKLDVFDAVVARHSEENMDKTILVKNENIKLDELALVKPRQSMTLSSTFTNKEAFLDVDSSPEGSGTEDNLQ
KCNQ2 inh = KCNQ2 channel blockers in CHO-K1 cells – cell-based, FluxOR thallium flux, B-score, primary screen (AID 2156); hit rate 1.1% among 310,000; O88943; B-score at 10 µM; 20 min; active compounds read low;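 active = fluorescence ratio B-score at most minus 3 library SDs, with starting brightness B-score within 2 library SDs, cut at about -5.5 in these data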
* hit, by the source's call; i = inactive; / = not tested or not shown.

KCNQ2 inh,CHT inh,compound
i,i,CN(C)S(=O)(=O)N1CCC(CCCC2CCN(S(=O)(=O)N(C)C)CC2)CC1
i,i,CCN(CC)CCN(C(=O)C1=COCCO1)c1nc2ccc(C)cc2s1
i,i,COc1ccc2c(C)c(Cl)c(=O)oc2c1
i,i,Cc1cccc(Nc2ccccc2C(=O)OCC(=O)NCc2ccco2)c1C
i,i,O=[N+]([O-])c1nn(-c2ccc3c(c2)OCCO3)n(O)c1=Nc1ccc(Cl)cc1
i,i,N#C/C(=C(/O)COC(=O)CCCNC(=O)c1ccc(Cl)cc1)c1nc2ccccc2[nH]1
i,i,COc1ccc(C(=O)COC(=O)CCc2ccccc2)cc1
i,i,Cc1ccc(Cl)cc1N1CCN(S(=O)(=O)c2ccc3c(c2)OCCO3)CC1
i,i,COc1ccc(NC(=O)Nc2ccccc2)cc1S(=O)(=O)N1CCCCC1
i,i,Cc1ccc(S(=O)(=O)NCC(=O)OCc2ccccc2)cc1
-11*,i,CC(C)(C)n1nnnc1C(c1ccc(F)cc1)N(Cc1ccc(F)cc1)Cc1ccco1 (stereo unspecified)
i,i,O=C(CSc1nnc(Cc2ccccc2)o1)Nc1cccc(F)c1
i,i,CCOC(=O)c1ccc2c(c1)N(Cc1ccccc1C)C(=O)c1ccccc1S2=O (stereo unspecified)
i,i,O=C(Cn1nnc2ccccc2c1=O)NCc1ccco1
i,i,Clc1ccsc1-c1ccc2ccccc2n1
i,i,N=C1C(=O)OCC1c1ccccc1NC(=O)c1ccc(F)cc1 (stereo unspecified)
i,i,COCC(C)N1CCC(n2nccc2NC(=O)c2ccc3c(c2)OCO3)CC1 (stereo unspecified)
i,i,COc1ccc(C2C(=O)c3ccccc3C2=Nc2ccc(Br)cc2)cc1 (stereo unspecified)
i,i,Cc1ccc(Nc2nc(N)nc(CSC(=S)N3CCOCC3)n2)cc1
i,i,Cc1onc(-c2ccccc2)c1C(=O)NC(C)C
i,i,Cc1ccc2[nH]cc(CCNC(=O)C3CCCCC3)c2c1
i,i,C=CCNc1nc(-c2ccc(O)c(C(N)=O)c2)cs1
i,i,CC1CCN(C(=O)C2CCN(S(=O)(=O)c3cccs3)CC2)CC1
i,i,CS(=O)(=O)N1CC2CCCN2c2ccc(C(F)(F)F)cc21 (stereo unspecified)
i,i,Nc1cccc(S(=O)(=O)Nc2ccc(SC(F)F)cc2)c1
i,i,O=C(c1cnccn1)N(Cc1ccco1)C1(C(=O)NC2CCCCC2)CCCCC1
i,i,O=C(Nc1nnc(-c2ccccc2)s1)c1ccccc1F
i,i,COc1cc(C2NC(=O)CS2)cc(OC)c1OC (stereo unspecified)
i,i,CC(C)CNC(=S)NNC(=O)c1nn(C)cc1Cl
i,i,N#CNC(=Nc1cccc(F)c1)SCc1ccccc1F

Going on with the list.
KCNQ2 inh,CHT inh,compound
i,i,CCOC(=O)c1ccc(NC(=O)CCn2c(=O)oc3ccccc32)cc1
-6.5*,i,Cc1[nH]c2ccc(C(=O)N3CCN(c4ccccc4Cl)CC3)cc2c1C
i,i,CCOC(=O)c1ccc(N2C(=O)CC(NNC(=O)c3ccc(Br)s3)C2=O)cc1 (stereo unspecified)
i,i,Cc1ccc2c(c1)COc1c3ccc(C(=O)N[C@@H](C)CO)cc3nn1-2
i,i,COc1ccc(C(NC(=O)c2c(F)c(F)c(F)c(F)c2F)c2ccccc2)cc1 (stereo unspecified)
i,i,CCCCOC(=O)Nc1ccc(S(=O)(=O)Nn2cnnc2)cc1
i,i,O=C1CC2(CCN(C(=O)c3cccc(Br)c3)CC2)Oc2ccccc21
i,i,O=C(N/N=C/c1ccco1)c1cnccn1
/,i,CN1CCN(C(=O)c2ccc3c(=O)n(CCc4ccccc4)c(=S)[nH]c3c2)CC1
/,i,Cc1ccc(C)c(-n2c(CNC(=O)c3ccco3)nnc2SCC(=O)Nc2nccs2)c1
i,i,CCc1ccc(NC(=S)N(CCCN2CCOCC2)Cc2ccco2)cc1
i,i,Cc1ccc(NC(=O)CCC(=O)Nc2nnc(C3CCCCC3)s2)cc1
i,i,O=S(=O)(NC1CCN(Cc2ccccc2)CC1)c1ccc(Cl)cc1
i,i,COc1cc(C=O)ccc1OCCSc1ccc(Cl)cc1
i,i,S=c1[nH]nc(-c2ccc(Br)cc2)n1Cc1ccccc1
i,i,CCOc1cc([N+](=O)[O-])c2nc(N)sc2c1
i,-5*,CCC(C)(C)NC(=O)C(c1ccccc1F)N(Cc1ccco1)C(=O)c1csnn1 (stereo unspecified)
i,i,CC(C)Cc1nnc(NC(=O)CCC(=O)N2CCN(C3CCCC3)CC2)s1
i,i,Cc1nc2c3ccccc3n(CC(=O)c3ccc(F)cc3)c(=O)n2n1
i,i,COc1cc(/C=N/NC(=O)c2ccc3c(c2)OCO3)ccc1O
i,i,Cc1oc2c(C)c3oc(=O)c(CCC(=O)N4CCC(C(=O)NCCC(=O)O)(c5ccccc5)CC4)c(C)c3cc2c1C
i,i,Cc1oc(-c2cccc(F)c2)nc1CN1CCCCC1CCc1ccccn1 (stereo unspecified)
i,i,C=CCOC(=O)C1=C(C)NC(=S)NC1/C=C/c1ccccc1 (stereo unspecified)
-6.2*,i,CC(NC(=O)/C=C/c1ccccc1[N+](=O)[O-])C1CC2CCC1C2 (stereo unspecified)
i,i,COc1cccc(C(=O)/C=C/Nc2ccc(S(=O)(=O)Nc3nc(C)cc(C)n3)cc2)c1
i,i,O=C(N/C(=C/C=C\c1ccccc1)C(=O)N1CCOCC1)c1ccc(Br)cc1
i,i,COC(CNC(=S)Nc1ccc([N+](=O)[O-])cc1)OC
i,i,COc1cccc(/C=C/C(=O)Nc2ccc3[nH]c(=O)[nH]c3c2)c1
i,i,S=c1[nH]nc(-c2ccccn2)n1/N=C/c1cccc2ccccc12
i,i,CCCCOC(=O)Nc1ccc2c(C)cc(=O)oc2c1

Full records, looked up by structure. Screens in order: KCNQ2 inh | CHT inh
COc1ccc(C(NC(=O)c2c(F)c(F)c(F)c(F)c2F)c2ccccc2)cc1 (stereo unspecified) is entered as i | i
CCOC(=O)c1ccc(N2C(=O)CC(NNC(=O)c3ccc(Br)s3)C2=O)cc1 (stereo unspecified) is entered as i | i
COc1ccc(C2C(=O)c3ccccc3C2=Nc2ccc(Br)cc2)cc1 (stereo unspecified) is entered as i | i
Cc1oc2c(C)c3oc(=O)c(CCC(=O)N4CCC(C(=O)NCCC(=O)O)(c5ccccc5)CC4)c(C)c3cc2c1C is entered as i | i

Seven of these compounds in another layout.
compound | KCNQ2 inh | CHT inh
Clc1ccsc1-c1ccc2ccccc2n1 | i | i
N=C1C(=O)OCC1c1ccccc1NC(=O)c1ccc(F)cc1 (stereo unspecified) | i | i
COCC(C)N1CCC(n2nccc2NC(=O)c2ccc3c(c2)OCO3)CC1 (stereo unspecified) | i | i
COc1ccc(C2C(=O)c3ccccc3C2=Nc2ccc(Br)cc2)cc1 (stereo unspecified) | i | i
Cc1ccc(Nc2nc(N)nc(CSC(=S)N3CCOCC3)n2)cc1 | i | i
Cc1onc(-c2ccccc2)c1C(=O)NC(C)C | i | i
Cc1ccc2[nH]cc(CCNC(=O)C3CCCCC3)c2c1 | i | i

(more compounds)
KCNQ2 inh,CHT inh,compound
i,i,CC(C)Oc1ccc(CC2CC(=O)NC2=O)cc1 (stereo unspecified)
-5.9*,i,Clc1ccc(Cc2nnc(-c3ccccc3Br)o2)cc1
i,i,CN1CCN(c2ccc(NC(=O)COc3ccccc3[N+](=O)[O-])cc2)CC1
i,i,CSCC[C@H](NC(=O)OC(C)(C)C)c1nnc(SCC(=O)N(C)C)o1
i,i,c1ccc(C2(c3ccccc3)OCC(Cn3cncn3)O2)cc1 (stereo unspecified)
i,i,CN(C(=O)COC(=O)c1ccc2[nH]c3c(c2c1)CCCC3)C1CCS(=O)(=O)C1 (stereo unspecified)
i,-10*,CCn1cc(C(=O)N(CCC(C)C)c2c(N)n(Cc3ccccc3)c(=O)[nH]c2=O)c(=O)c2ccc(C)nc21
i,i,Cc1coc2c1c(C)cc1oc(=O)c(CC(=O)N[C@@H](CC(C)C)C(=O)O)c(C)c12
i,i,Cc1cccc(Cc2ncc(C(F)(F)F)cc2Cl)c1
i,i,COc1ccc(O)c(/C=N/n2c(-c3ccco3)csc2=Nc2cccnc2)c1
i,i,CCN(CC)C(=S)Oc1ccc(Cl)cc1Cl
i,i,COc1ccc(C2CC(c3cccs3)=NN2C(=O)COC(=O)c2cncc(Br)c2)cc1OC (stereo unspecified)
i,i,CCOC(=O)c1ccc(NC(=O)CCc2nc(-c3cccc(C)c3)no2)cc1
i,i,Cc1ccc(OCC(=O)NC(=S)Nc2ccc3c4c(cccc24)CC3)cc1
i,i,Cc1nn(-c2ncc(C(F)(F)F)cc2Cl)c(=O)n1-c1ccccc1F
i,i,Cn1c(SCC(=O)NC2(C#N)CCCCC2)nnc1-c1cccnc1
i,i,O=S(=O)(NCc1cccnc1)c1cccn1-c1ncc(C(F)(F)F)cc1Cl
i,i,O=C1Nc2ccc(Br)cc2C12NNc1ccccc1O2 (stereo unspecified)
i,i,Cc1ccc(N(CC(=O)N2CCCCCC2)S(C)(=O)=O)cc1Cl
i,i,CC(NC(=O)CNC(=O)C(Cc1ccccc1)NC(=O)OCc1ccccc1)C(N)=O (stereo unspecified)
i,i,COc1ccc(-c2nc(CS(=O)CC(=O)NC3CCCCC3C)c(C)o2)cc1OC (stereo unspecified)
i,i,Cc1ccc(S(=O)(=O)N2CCN(S(=O)(=O)N3CCC(C)CC3)CC2)cc1C
i,i,O=C(Nc1cccnc1)c1ccccc1NS(=O)(=O)c1ccc(F)cc1
i,i,CC1(C)CC(=O)c2sc(NS(=O)(=O)c3ccc([N+](=O)[O-])cc3)nc2C1
i,i,Cc1ccc(-c2cc(C(=O)NN3CCOCC3)c3cc(Br)ccc3n2)o1
i,i,NC(=O)NC(=O)CC1S/C(=N/N=C2/NC(=O)CS2)NC1=O (stereo unspecified)
i,i,NC(=O)NC(=O)COC(=O)c1ccccc1OCc1ccc(F)cc1
i,i,C/C(=N\NC(=O)c1cccnc1)c1ccc(-n2ccnc2)cc1
i,i,O=c1cc(N2CCc3ccccc32)[nH]c(=O)n1-c1ccccc1
i,-6.2*,O=[N+]([O-])c1cc(NS(=O)(=O)c2ccc(Cl)nc2)ccc1Cl

Further results
KCNQ2 inh,CHT inh,compound
i,i,CC(=O)N1c2ccccc2NC2=C(C(=O)CCC2)C1c1ccc(F)cc1 (stereo unspecified)
i,i,Cn1c(SCc2cccc(C#N)c2)nc2ccccc2c1=O
i,i,Cc1ccc(Nc2nnc(SCC(=O)NCCN3C(=O)CSC3=O)s2)cc1C
i,i,O=C(NCc1ccc(Cl)cc1)c1noc2c1CCCCC2
i,i,COc1cccc(C2Nc3ccccc3NC3=C2C(=O)CC(C)(C)C3)c1 (stereo unspecified)
i,i,CCCOC(=O)C1=C(C)NC2=C(C(=O)CCC2)C1c1cccc(OC)c1OC (stereo unspecified)
i,i,CCc1ccc(NC(=O)CSc2nc3ccsc3c(=O)n2CCCCCC(=O)O)cc1
i,i,O=C(CNc1ccc(Br)cc1)c1ccc(Br)s1
i,i,COc1ccc(NC(=O)CCSc2nnc(C)s2)cc1
i,i,Fc1ccc2c(c1)C(c1ccncc1)=NNC(c1ccccc1)=N2
i,i,CCc1nnc(NC(=O)CCN2C(=O)C3CCCCC3C2=O)s1 (stereo unspecified)
i,i,CN1CCCCCC1=NC1=C(C#N)CCCC1
i,i,CN(C(=O)CO/N=C/c1ccc(Cl)cc1)c1ccccc1
i,i,CC(C)(C)c1cc(C(=O)O)c(CN2CCCCC2)o1
i,i,c1ccc2c(c1)nc(-c1ccncc1)n1nnnc21
i,i,COc1cc(/C(O)=C(\C#N)c2nc3ccccc3[nH]2)cc(OC)c1OC
i,i,COCCn1c(-c2ccc(Br)cc2)nc2oc3cc(OC)ccc3c(=O)c2c1=O
i,i,O=C(O)CN1C(=O)/C(=C\c2ccc(OC(=O)c3ccco3)cc2)SC1=S
i,i,CCN1C(=S)N[C@@H](c2cccs2)C(C(=O)OC)=C1C
i,i,CCOC(=O)NC(Nc1sc2c(c1C(=O)OC)CCN(C)C2)(C(F)(F)F)C(F)(F)F
i,i,COC(=O)N(NC(=O)C(O)(C(C)C)C(C)C)c1ccccc1
i,i,Cc1ccc(C(=O)Nc2ccc3c(c2)OCO3)cc1
i,i,O=C(OCC(=O)N1CCN(c2ccccc2)CC1)c1ccccc1OC(F)F
i,i,COC(=O)C1=C(C)NC(C)=C(C(=O)OC)C1c1ccc(OC(=O)c2oc3ccccc3c2C)c(OC)c1
i,i,Cc1cccc(N(CC(=O)Nc2ccc(CC#N)cc2)S(C)(=O)=O)c1
i,i,CCCCC1(CO)C(=O)N(c2ccccc2)N(c2ccccc2)C1=O
i,i,COc1ccc(C2CC2/C(C)=N/OC(=O)C2CC2)cc1 (stereo unspecified)
i,i,Cn1nc(C(=O)NCc2ccc(Cl)cc2)c2c1-c1ccccc1S(=O)(=O)C2
i,i,CCC(CO)N=CC1=C(O)CC(C)(C)CC1=O (stereo unspecified)
i,i,O=C1CCCc2c1cc(C(=O)Nc1ccc(Cl)cn1)c(=O)n2-c1ccccc1

(list continues)
KCNQ2 inh,CHT inh,compound
i,i,Cc1cc(=O)n2c(-c3ccc(Cl)cc3)csc2n1
i,i,COc1ccc(OC)c(CC(=O)N2CCc3cc(OC)c(OC)cc3C2)c1
i,i,CCCCn1c(N)c(N(CC(C)C)C(=O)CSCc2ccc(Cl)c(Cl)c2)c(=O)[nH]c1=O
i,i,CC(C)(C)N1CC(c2nc3ccccc3n2Cc2ccccc2)CC1=O (stereo unspecified)
i,i,CC(C)(C)NC(=O)/C(=C\c1ccco1)NC(=O)c1ccco1
i,i,O=C(CSc1nnc(-c2ccc3c(c2)OCO3)o1)Nc1ncc(Cl)cc1Cl

Bioassay records deposited in PubChem by Johns Hopkins Ion Channel Center.
